FBW7 act: human FBW7 E3 ligase activation, primary screen. Q969H0. AlphaScreen FBW7–phospho-cyclin E peptide binding, activator screen. normalized activity (activation), % at 26.1 µM. 650,000 compounds, 0.13% hits. AID 1259310; in the data active = normalized activity above about 1.9%;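 also: purified mutant Fbw7 with reduced substrate affinity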
GPR151 ag: human GPR151 activation | Q8TDV0 | PathHunter beta-arrestin GPR151 cells, luminescence | activation, % at 11.2 µM | 650,000 compounds, 1% hits | AID 1508602; in the data active = activation above about 4.9%;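 also: 0% = median of compound wells and 100% = cells with positive control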
Target sequence (Q8TDV0 whole entry, looked up): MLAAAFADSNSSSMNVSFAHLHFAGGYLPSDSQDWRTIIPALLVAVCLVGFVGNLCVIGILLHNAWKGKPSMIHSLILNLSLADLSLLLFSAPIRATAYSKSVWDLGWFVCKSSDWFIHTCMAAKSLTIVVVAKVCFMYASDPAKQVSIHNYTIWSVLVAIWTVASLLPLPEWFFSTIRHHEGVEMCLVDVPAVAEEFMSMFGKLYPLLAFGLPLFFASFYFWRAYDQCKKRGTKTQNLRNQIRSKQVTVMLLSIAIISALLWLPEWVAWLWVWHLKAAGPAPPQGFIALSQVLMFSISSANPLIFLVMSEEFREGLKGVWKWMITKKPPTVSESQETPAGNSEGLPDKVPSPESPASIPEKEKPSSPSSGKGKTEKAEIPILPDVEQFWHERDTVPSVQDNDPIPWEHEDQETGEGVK
MITF primary: blocks human microphthalmia-associated transcription factor; inhibition, % at 2.6 µM; O75030; AlphaScreen MITF homodimerization, bead proximity signal; 650,000 compounds, 0.91% hits; in the data active = inhibition above about 50%;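 also: 0% = vehicle wells with protein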
Target sequence (O75030 whole entry, looked up): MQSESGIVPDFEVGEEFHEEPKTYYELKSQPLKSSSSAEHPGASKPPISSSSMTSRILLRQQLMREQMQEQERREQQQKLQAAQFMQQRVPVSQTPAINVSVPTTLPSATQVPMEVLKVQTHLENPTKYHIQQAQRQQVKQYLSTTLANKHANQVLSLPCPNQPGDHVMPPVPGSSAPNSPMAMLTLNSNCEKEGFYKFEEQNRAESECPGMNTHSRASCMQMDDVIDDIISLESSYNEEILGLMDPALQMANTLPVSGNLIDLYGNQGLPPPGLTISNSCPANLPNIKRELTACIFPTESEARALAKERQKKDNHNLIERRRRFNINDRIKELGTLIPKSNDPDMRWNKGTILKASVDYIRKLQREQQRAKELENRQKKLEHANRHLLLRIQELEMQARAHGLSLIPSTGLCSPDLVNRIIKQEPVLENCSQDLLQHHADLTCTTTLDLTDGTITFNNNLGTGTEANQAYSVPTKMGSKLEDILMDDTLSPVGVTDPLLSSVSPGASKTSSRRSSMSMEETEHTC
TEAD-YAP inh: TEAD-YAP interaction inhibition; HEK-TIYL cells, TEAD-Gal4/YAP UAS-luciferase luminescence; inhibition, % at 9.12 µM; 640,000 compounds, 1.4% hits; AID 1259422; in the data active = inhibition above about 32%;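 also: 0% = median of test compound wells and 100% = reference inhibitor wells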
* hit, by the source's call; & = joins results of further samples; ! = repeats disagree.

structure	FBW7 act	GPR151 ag	MITF primary	TEAD-YAP inh
O=C(C1CCC1)N1CCN(S(=O)(=O)c2ccccc2)CC1	-0.1	-0.1	0	-4
CC1(C)CC(CC(=O)Nc2nccs2)(c2ccccc2)CCO1 (centres undefined)	0.5	-1.1	-3	8
CCOC(=O)c1c(NC(=O)COc2ccc(Cl)cc2Cl)sc(C(=O)N(CC)CC)c1C	0.0	1.1	2	4
CCOC(=O)c1ccc(CN(Cc2ccccc2)S(=O)(=O)c2ccc(Br)cc2)cc1	0.3	0.1	9	-1
O=C(COc1ccccc1)NC(=S)NNC(=O)c1ccccc1O	-0.1	1.7	8	-5
O=C(Nc1cccnc1)c1noc2c1CCc1ccccc1-2	0.0	-1.4	-4	-37
CCCC(=O)Nc1ccccc1NC(=O)CSc1ccccc1	0.1	0.5	-3	-11
O=C(CCC1CCCCC1)Nc1ccc(Cc2ccncc2)cc1	0.3	1.6	8	9
NC(=O)C1CCN(C(=S)NC(=O)C2CC2)CC1	0.1	0.1	-2	-3
CCC1=CC2C(=O)C(c3ccc(F)cc3)=COC2C(CN(C)C)=C1O (centres undefined)	0.0	0.5	3	-5
Cc1ccc(C)c(OCc2nnc(NC(=O)C34CC5CC(CC(C5)C3)C4)s2)c1	0.0	1.0	-5	4
COc1ccc(N2C(=O)c3ccc(C(=O)OCC(=O)c4cccc([N+](=O)[O-])c4)cc3C2=O)cc1	0.0	1.0	-2	1
CCOc1ccc(NC(=O)CN2CCN(C3c4ccccc4-c4ccccc43)CC2)cc1	-0.1	0.9	-3	8
Cc1ccc2cc(C#N)c(N3CCCN(C(=O)c4ccco4)CC3)nc2c1	0.0	-0.3	0	8
COCCOC(=O)c1ccc(NC(=O)COc2cccc(C)c2)cc1	0.3	-0.9	11	4
Cc1ccc(C(=O)Nc2ccccc2)cc1S(=O)(=O)Nc1ccc(I)cc1	0.0	1.0	1	27
CC(=O)C1=C(c2ccccc2)S/C(=C2/C(=S)C(C)(C)Nc3cc(C)c(C)cc32)S1	-0.2	-0.2	43	-2
CC(=O)c1ccc(NC(=O)C2CCN(S(=O)(=O)c3cccc4nonc34)CC2)cc1	0.0	-0.8	12	4
CCCCSc1nnc(-c2ccccc2N)c(=O)[nH]1	0.2	-0.9	0	-39
Cc1ccccc1NC(=O)COc1ccc2oc3c(c2c1)CCCC3	-0.1	0.2	14	9
COc1ccc(NC(=O)c2cc3cc(Br)ccc3oc2=O)cc1OC	-0.2	-0.6	3	6
c1ccc2c(c1)nc(NC1CC1)c1nnnn12	0.0	-0.2	4	-8
COC(=O)C1=C(C(=O)OC)SC(=C2C(=S)C(C)(C)N(C(=O)CN3C(=O)CCC3=O)c3ccc(C)cc32)S1	-0.1	0.1	21	-17
COc1ccccc1/C=C1\N=C(c2cccc([N+](=O)[O-])c2)OC1=O	0.1	-0.3	-8	-10
Cc1nc(SCC(N)=O)c2c3c(sc2n1)CCC3	0.0	-0.5	19	5
Cc1ccc(S(=O)(=O)NCC(=O)OCc2c(F)cccc2Cl)c([N+](=O)[O-])c1	-0.2	-0.5	-11	3
Cc1ccccc1NC(=O)CC(=O)C1C(=O)Nc2ccccc21 (centres undefined)	0.0	-0.5	13	6
CCC(=O)C(C#N)c1nnc(-c2ccccc2)s1 (centres undefined)	0.5	-3.4	0	37*
CCn1c(O)c(C=Nc2cccc(Cl)c2C)c(=O)[nH]c1=S	-0.1	2.3	-2	2
C[n+]1cccc(CN2C(=O)C3C4C=CC(C4)C3C2=O)c1 (centres undefined)	0.0	2.5	-2	-1
CC(C)(C)NC(=O)COc1ncnc2ccc(Br)cc12	-0.1	0.7	6	-3
O=S(=O)(c1ccc(Oc2ccccc2)cc1)N1CCc2ccccc2C1	0.1	-1.0	15	2
Cc1cc2cc3c(cc2n2c(=O)n(Cc4ccccn4)nc12)OCO3	-0.3	1.0	-10	-9
Cc1nc2ccccc2c(=O)n1-c1ccc(F)c(NC(=O)C2CC2)c1	0.0	-0.4	18	7
COC(=O)c1c(NC(=O)C(=O)NCc2ccco2)sc2c1CCC2	0.0	1.0	0	1
CCOc1ccccc1Nc1ncnc2c1c(-c1ccccc1)cn2-c1ccccc1	0.5	-1.0	16	6
Cc1ccc2sc(NC(=O)c3ccccc3S(C)(=O)=O)nc2c1C	0.3	-0.8	16	14
Cc1nc(N2CCN(C)CC2)c2c(C)c(C(=O)NCc3ccc(Cl)cc3)sc2n1	0.5	-1.2	5	19
COc1cc(C(=O)O)ccc1OCC(=O)NC(C)c1ccccc1 (centres undefined)	0.4	0.5	23	5
CC(C)(C)NC(=O)C1CCN(S(=O)(=O)c2ccc3c(c2)OCC(=O)N3)CC1	-0.1	-0.9	-15	-9
COCCC1CCCCN1C(=O)CCc1nnc(CCc2ccccc2OC)o1 (centres undefined)	0.2	0.9	7	12
Cc1[nH]c(=O)[nH]c(=O)c1S(=O)(=O)N1CCCN(Cc2ccc(F)cc2)C1	0.0	-0.8	-5	4
CCn1c2ccccc2c2cc(CNCc3ccc4c(c3)OCO4)ccc21	0.2	-0.1	27	3
CCC(=O)OCCNc1cc(Cl)c2nonc2c1[N+](=O)[O-]	0.1	-0.3	10	-14
COc1ccccc1NC(=O)c1sc2[nH]c(=O)c(C(=O)O)cc2c1N	0.1	-0.3	10	4

Two compounds from above with just TEAD-YAP inh, GPR151 ag and FBW7 act.
smiles,TEAD-YAP inh,GPR151 ag,FBW7 act
COCCC1CCCCN1C(=O)CCc1nnc(CCc2ccccc2OC)o1 (centres undefined),12,0.9,0.2
Cc1[nH]c(=O)[nH]c(=O)c1S(=O)(=O)N1CCCN(Cc2ccc(F)cc2)C1,4,-0.8,0.0

Continued:
structure	FBW7 act	GPR151 ag	MITF primary	TEAD-YAP inh
CCOC(=O)c1c(/N=c2\oc3c(OC)cccc3cc2C(=O)Nc2cccc(C)c2)sc2c1CCCC2	0.1	-1.1	9	-1
CCOC(=O)CC(NS(=O)(=O)Cc1ccccc1)c1ccc(OCC)cc1 (centres undefined)	0.8	1.2	2	10
CNc1nc2c(C)cccn2c(=O)c1C=Nc1ccc(Cl)cc1	0.1	0.8	-9	-5
CCC(=O)Nc1nc(-c2ccc(Cl)c(Cl)c2)cs1	0.0	0.1	-8	-22
C=CCOC(=O)C1=C(C)N=C2SCCC(=O)N2C1c1ccccc1 (centres undefined)	-0.1	-0.5	-3	13
CCn1c(-c2nonc2NC(=O)c2ccccc2)nc2ccccc21	0.3	-0.9	-18	-2
COc1ccc(Nc2nnc(SCc3nnc(-c4ccccc4)o3)s2)cc1	0.0	-1.5	1	-4
OCCNc1ncnc2nc(N3CCOCC3)[nH]c12	-0.1	1.2	11	6
CCOC(=O)c1c(NC(=O)c2cccc(Br)c2)sc(C(C)=O)c1C	0.1	-0.2	-7	1
NC(N)=NC(N)=Nc1cccc(Cl)c1	-0.1&0.1	10*!	-4&18	4
COc1cccc(CNC(=O)C(=O)Nc2cc(C)on2)c1	0.1	-0.6	17	1
CCC1CN(CC(=O)N(C)Cc2csc(C)n2)Cc2ccc(Cl)cc2O1 (centres undefined)	0.0	0.2	3	8
Cn1cc(CNC2CCN(c3ccc(C(=O)N4CCc5ccccc5C4)cc3)CC2)cn1	-0.1	-1.7	0	-4
Cc1ccc2nc(N3CCN(S(=O)(=O)c4cccs4)CC3)[nH]c2c1	0.1	-0.7	2	-25
COc1ccc(CNCCC2CCC(=O)N2CCSC)cc1 (centres undefined)	-0.1	-0.4	4	7
CC(=O)c1ccc(NC(=O)Cn2c(-c3nonc3N)nc3ccccc32)cc1	-0.1	-0.3	4	5
CC(C)CC(=O)Nc1sc2c(c1C(=O)O)CCC2	0.1	-1.0	15	0
CCOc1ccc(-n2c(SCC(=O)N3CCCC3)nc3c(sc(=S)n3-c3ccccc3C)c2=O)cc1	-0.1	-0.1	-5	-11
CCN(CC)c1ncnc2sc(C(=O)Nc3ccc(C)c(F)c3)c(C)c12	0.0	9.1*	12	1
O=C(c1nsc(N2CCCCC2)c1Cl)N1CCCCC1	0.0	-0.2	3	-39
Cc1cc(C)n(CCC(=O)N2CCN(Cc3ccccc3F)C[C@@H]2C(C)C)n1	0.1	1.7	-4	-6
CC(C)N(Cc1nc(-c2ccccc2)no1)C(=O)CC(C)(C)C	0.0	0.9	-12	11
C/C(=N\NS(=O)(=O)c1ccccc1)c1cccc(NC(=O)c2cccc(Cl)c2)c1	0.0	-0.5	-3	-10
O=C(CCl)NCCSCc1ccc(Cl)cc1	0.2	-0.9	14	23
CCOc1ccc(N=C2NC(=O)SC2CC(=O)OC)cc1 (centres undefined)	0.0	-0.4	4	-1
COc1ccc(C(=O)NCCCN2CCOCC2)cc1[N+](=O)[O-]	-0.1	0.4	-3	1
CCOC(=O)C1=NN(C(=O)c2cccc(OC)c2)C(O)(C(C)(C)C)C1 (centres undefined)	0.0	-1.2	1	-15
COc1ccc(S(=O)(=O)Nc2cc([N+](=O)[O-])ccc2Cl)cc1	0.0	0.6	7	3
O=C(N/N=C/c1ccc([N+](=O)[O-])cc1)C(=O)Nc1cccc2ccccc12	-0.2	0.3	-2	1
CCNC(=O)N1CCC(C(=O)NC(c2ccc3c(c2)OCO3)c2ccccn2)CC1 (centres undefined)	-0.1	1.3	1	10

Sorted by molecular weight (highest first): some entries from above
structure	FBW7 act	GPR151 ag	MITF primary	TEAD-YAP inh
COC(=O)C1=C(C(=O)OC)SC(=C2C(=S)C(C)(C)N(C(=O)CN3C(=O)CCC3=O)c3ccc(C)cc32)S1	-0.1	0.1	21	-17
CCOc1ccc(-n2c(SCC(=O)N3CCCC3)nc3c(sc(=S)n3-c3ccccc3C)c2=O)cc1	-0.1	-0.1	-5	-11
C/C(=N\NS(=O)(=O)c1ccccc1)c1cccc(NC(=O)c2cccc(Cl)c2)c1	0.0	-0.5	-3	-10
CCNC(=O)N1CCC(C(=O)NC(c2ccc3c(c2)OCO3)c2ccccn2)CC1 (centres undefined)	-0.1	1.3	1	10
Cc1cc(C)n(CCC(=O)N2CCN(Cc3ccccc3F)C[C@@H]2C(C)C)n1	0.1	1.7	-4	-6
O=C(N/N=C/c1ccc([N+](=O)[O-])cc1)C(=O)Nc1cccc2ccccc12	-0.2	0.3	-2	1
Cc1ccc2sc(NC(=O)c3ccccc3S(C)(=O)=O)nc2c1C	0.3	-0.8	16	14
COC(=O)c1c(NC(=O)C(=O)NCc2ccco2)sc2c1CCC2	0.0	1.0	0	1
O=C(COc1ccccc1)NC(=S)NNC(=O)c1ccccc1O	-0.1	1.7	8	-5
COCCOC(=O)c1ccc(NC(=O)COc2cccc(C)c2)cc1	0.3	-0.9	11	4
CC(C)(C)NC(=O)COc1ncnc2ccc(Br)cc12	-0.1	0.7	6	-3
Cc1ccccc1NC(=O)COc1ccc2oc3c(c2c1)CCCC3	-0.1	0.2	14	9
CCn1c(O)c(C=Nc2cccc(Cl)c2C)c(=O)[nH]c1=S	-0.1	2.3	-2	2
COc1ccc(CNCCC2CCC(=O)N2CCSC)cc1 (centres undefined)	-0.1	-0.4	4	7
Cc1nc(SCC(N)=O)c2c3c(sc2n1)CCC3	0.0	-0.5	19	5
CCCCSc1nnc(-c2ccccc2N)c(=O)[nH]1	0.2	-0.9	0	-39
CCC(=O)C(C#N)c1nnc(-c2ccccc2)s1 (centres undefined)	0.5	-3.4	0	37*
NC(=O)C1CCN(C(=S)NC(=O)C2CC2)CC1	0.1	0.1	-2	-3

Continued:
structure	FBW7 act	GPR151 ag	MITF primary	TEAD-YAP inh
Cc1ccc(N(CC(=O)N2CCCCCC2)S(=O)(=O)c2ccccc2)cc1C	-0.2	5.8*	-3	0
N[C@@H](Cc1ccccc1)C(=O)N1CCC(Nc2ccc3[nH]ncc3c2)C1 (some centres undefined)	-0.5	0.1	3	7
COc1ccc(CCNc2nc3ccccc3n3c(C)nnc23)cc1OC	0.1	0.5	7	-3
Cc1ccc(C2([N+](=O)[O-])C(=O)c3ccccc3C2=O)cc1	0.5	0.6	9	-4
Cc1nc(N2CCN(C(=O)c3cccs3)CC2)c2c3c(sc2n1)CCCC3	-0.1	-0.9	-5	1
Cn1c(C(=O)NCc2ccccn2)cc2sccc21	0.1	-0.1	6	-1

Source: PubChem BioAssay (The Scripps Research Institute Molecular Screening Center)

This is a random part of the collection, and some 3.5% of all compounds hit somewhere here.
